DAX1 inh-1 – inhibits human nuclear receptor DAX1 | HEK293 Gal4-DAX1 luciferase reporter, luminescence | 340,000 compounds, 0.99% hits | P51843 | inhibition, % at 6.75 µM | AID 504766;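 active = inhibition above the mean over all tested compounds plus 3 SD, cut at about 4.2% in these data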;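 note: 0% = DAX1-transfected cells with DMSO and 100% = empty-vector control cells with DMSO; inhibition shows as a rise in luminescence from relieved DAX1 repression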
DAX1 inh-2 – DAX1 (NR0B1) inhibition, primary screen | HEK293T StAR-luciferase reporter, SF-1/DAX-1 repression relief | inhibition, % at 6.8 µM | 370,000 compounds, 1.1% hits | AID 652010;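 active = inhibition above the mean over all tested compounds plus 3 SD, cut at about 3.6% in these data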;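 note: 0% = DAX-1 cells with DMSO and 100% = cells lacking DAX-1 with DMSO; higher inhibition means more luminescence from relief of DAX-1 repression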
SMARCA2 act – SMARCA2 function activation, primary screen. MG213 cells, MMTV-luciferase reporter, dexamethasone, overnight. 370,000 compounds, 1% hits. activation, % at 9.1 µM; in the data active = activation above about 7.8%;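 note: 0% = vehicle wells and 100% = reference activator wells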
hcDAF-12 act – H. contortus DAF-12 activation, primary screen | HEK293 hcDAF-12 lit1-tk-luc reporter, luminescence; 0% DMSO, 100% Δ7-dafachronic acid | activation, % at 6.8 µM | 370,000 compounds, 1.4% hits | AID 652067;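 active = activation above the mean of all tested compounds plus 3 SD, cut at about 5.5% in these data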;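 note: 100% = response to 3 µM Δ7-dafachronic acid high control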
NPR1 activator – GC-A (human) enzyme activation; HEK293 GC-A cells, cGMP TR-FRET, EC30 ANP; 0% at EC30 ANP, 100% saturating ANP; activation, % at 10 µM; 370,000 compounds, 0.14% hits; AID 1671463; in the data active = activation above about 40%
GAA850 FXN act – activators of GAA850 frataxin (FXN) promoter; HEK293 lucGAA850 FXN promoter luciferase reporter, 24 h; percent of 10 µM SAHA response; activation, % at 6 µM; 360,000 compounds, 0.56% hits; AID 540364;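 active = activation above the average of all compounds screened plus 3 SD, cutoff fixed separately per campaign, cut at about 7.5% in these data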;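 note: 0% = DMSO wells and 100% = 10 µM SAHA wells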
NPR2 activator – GC-B (human) receptor activation | AID 1920062 | HEK293-GC-B cells, CNP EC30, cGMP TR-FRET; 0% at EC30 CNP, 100% saturating CNP | 370,000 compounds, 0.11% hits | P20594 | activation, % at 10 µM;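 active = activation at 10 µM reaching about 35% in either raw or pattern-adjusted values, limit read from the data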
hgDAF12 agonist – hgDAF-12 agonism, primary luciferase screen; HEK293 GAL4-hgDAF12 UAS-luciferase reporter, agonist luminescence; normalized to butyrate control; 370,000 compounds, 1.8% hits; activation, % at 6.8 µM;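 active = activation above a cutoff set at the mean of all screened compounds plus 3 SD, cut at about 10% in these data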;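 note: 0% = DMSO wells and 100% = sodium butyrate wells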
ssDAF12 agonist – activators of S. stercoralis DAF-12 nuclear receptor | activation, % at 6.8 µM | 370,000 compounds, 1% hits | AID 652126 | HEK293 ssDAF-12/GRIP1 lit1-tk-luc reporter, luminescence; % of 3 µM dafachronic acid response;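 active = activation above the mean over all tested compounds plus 3 SD, cut at about 0.9% in these data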;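 note: 0% = DMSO-only wells and 100% = 3 µM delta7-dafachronic acid wells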
ADAM10 inh – ADAM10 inhibition, QFRET primary screen; O14672; recombinant ADAM10, EDANS/DABCYL FRET peptide cleavage, 3 h; inhibition, % at 7 µM; 370,000 compounds, 0.62% hits; AID 720582;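 active = inhibition above a per-campaign cutoff equal to the mean of compounds falling between control-based bounds plus 3 SD, cut at about 20% in these data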;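 note: 0% = DMSO wells while the 100% control is not disclosed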
Target sequence (O14672 214-748 limits assumed): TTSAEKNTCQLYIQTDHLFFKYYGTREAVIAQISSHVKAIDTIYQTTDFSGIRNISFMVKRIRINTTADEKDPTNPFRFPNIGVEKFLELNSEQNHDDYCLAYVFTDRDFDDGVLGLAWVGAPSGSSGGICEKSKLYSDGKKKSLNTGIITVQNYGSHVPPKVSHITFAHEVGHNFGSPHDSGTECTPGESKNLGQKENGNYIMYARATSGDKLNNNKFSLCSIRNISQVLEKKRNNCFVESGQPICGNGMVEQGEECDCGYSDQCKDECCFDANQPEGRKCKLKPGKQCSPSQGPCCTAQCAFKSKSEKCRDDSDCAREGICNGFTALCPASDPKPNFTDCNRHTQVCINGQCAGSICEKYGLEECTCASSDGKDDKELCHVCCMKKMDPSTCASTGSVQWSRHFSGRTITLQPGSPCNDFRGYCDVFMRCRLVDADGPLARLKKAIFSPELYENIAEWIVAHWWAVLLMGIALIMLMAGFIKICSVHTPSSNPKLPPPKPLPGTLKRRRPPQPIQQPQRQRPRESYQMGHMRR
HGIII-sPLA2 inh – Inhibits HGIII-sPLA2 liposome hydrolysis, primary screen; QFRET BODIPY PC-A2 liposome hydrolysis, fluorescence; Q9NZ20; inhibition, % at 12.2 µM; 370,000 compounds, 0.56% hits;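 active = inhibition above mean plus 3 SD of compounds lying within the high and low control bounds, cut at about 19% in these data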;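 note: 0% = median of test compound wells and 100% = no enzyme DMSO wells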
Target sequence (Q9NZ20 whole entry, looked up): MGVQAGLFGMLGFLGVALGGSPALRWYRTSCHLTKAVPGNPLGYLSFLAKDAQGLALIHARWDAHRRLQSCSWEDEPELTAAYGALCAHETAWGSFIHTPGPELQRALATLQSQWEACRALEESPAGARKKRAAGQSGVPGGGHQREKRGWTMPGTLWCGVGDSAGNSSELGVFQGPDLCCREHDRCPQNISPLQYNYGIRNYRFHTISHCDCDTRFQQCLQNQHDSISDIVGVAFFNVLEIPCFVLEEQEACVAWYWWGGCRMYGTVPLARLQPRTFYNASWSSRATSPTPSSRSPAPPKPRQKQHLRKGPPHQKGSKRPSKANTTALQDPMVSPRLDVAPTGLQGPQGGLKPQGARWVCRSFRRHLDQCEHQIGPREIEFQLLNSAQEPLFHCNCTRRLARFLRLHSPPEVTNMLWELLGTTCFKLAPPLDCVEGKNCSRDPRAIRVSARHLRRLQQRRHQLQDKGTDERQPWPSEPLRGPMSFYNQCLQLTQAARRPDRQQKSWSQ
* marks the source's active call; other numbers are inactive results; nt = no result given.

SMILES | DAX1 inh-1 | DAX1 inh-2 | SMARCA2 act | hcDAF-12 act | NPR1 activator | GAA850 FXN act | NPR2 activator | hgDAF12 agonist | ssDAF12 agonist | ADAM10 inh | HGIII-sPLA2 inh
C=CCNC(=O)C1CCN(S(=O)(=O)c2ccc3ccccc3c2)CC1 | 0.3 | -0.6 | 0 | 1.2 | -8 | 1.0 | 0 | -0.3 | -1.4 | 4 | 1
COc1cccc(C2c3c(-c4ccccc4O)n[nH]c3C(=O)N2Cc2ccco2)c1 (centres undefined) | -1.4 | -0.1 | 1 | -0.7 | -25 | 0.9 | -14 | 1.5 | -1.6 | 16 | -63
CSCCC(NS(=O)(=O)c1ccc(C)cc1C)C(=O)Nc1cccnc1 (centres undefined) | -1.1 | 1.1 | -5 | -0.5 | -4 | -3.9 | 4 | 0.0 | -0.4 | -6 | 11
O=C(C1COc2ccccc2O1)N1CCN(c2ccc([N+](=O)[O-])cc2)CC1 (centres undefined) | -1.4 | -2.2 | -1 | -2.4 | -6 | -1.3 | -9 | -3.2 | -1.9 | 2 | -19
CCC(CC)c1nnc(NC(=O)COc2ccc3c(C)cc(=O)oc3c2)s1 | -0.1 | -0.2 | -3 | -2.5 | -1 | -1.2 | -2 | 0.4 | -1.6 | -12 | 2
C=COCCNC(=O)C1CC(=O)N(c2ccc(C)cc2)C1 (centres undefined) | 0.2 | -0.9 | 3 | -1.1 | 5 | 1.2 | 9 | -0.2 | -1.7 | 3 | 4
CCOC(=O)C1CCN(S(=O)(=O)c2ccc3c(c2)CC(C)N3C(=O)C2CC2)CC1 (centres undefined) | -0.8 | -0.4 | -6 | -4.5 | 9 | -0.5 | 8 | -2.5 | -1.4 | -1 | 6
COc1cccc(CNC(=O)CCNS(=O)(=O)c2ccc3[nH]c(=O)oc3c2)c1 | -0.8 | 0.5 | -1 | -1.1 | 0 | 2.4 | 8 | 3.6 | -1.2 | 3 | -1
C=CCN1C(=O)C2(NNc3ccccc3O2)c2ccccc21 (centres undefined) | 2.0 | 0.7 | 2 | 1.2 | -4 | -2.0 | -7 | -0.7 | -0.7 | 4 | -3
O=C1[C@H]2C(c3ccccc3)=NN(c3ccccc3)[C@H]2C(=O)N1c1ccccc1 | 0.2 | 0.4 | -5 | -1.2 | 3 | -0.1 | -2 | -1.4 | -1.0 | -249 | -4
O=C(CSc1nc(N2CCOCC2)nc(N2CCOCC2)n1)Nc1cccc(C(F)(F)F)c1 | 1.3 | -2.4 | -3 | -2.0 | -17 | -0.4 | -14 | -0.6 | -0.8 | -6 | 7
CCCC(C(=O)NCC1CCCO1)N(C(=O)CNS(=O)(=O)c1ccccc1)c1ccc(F)cc1 (centres undefined) | 4.6* | -0.4 | -2 | -1.9 | -1 | 4.0 | 10 | -1.4 | -1.3 | -6 | -3
O=C(OCc1ccccc1)N(CCCCN(CCCNCc1ccccc1)C(=O)OCc1ccccc1)CCCNCc1ccccc1 | 0.6 | 0.5 | 3 | 0.9 | -23 | -3.5 | -17 | -1.3 | -0.7 | 1 | -27
COc1ccc(-c2coc3c(C(=O)Nc4cccc(C(C)=O)c4)cccc23)c(C)c1 | nt | 1.1 | -2 | -1.1 | 2 | 0.2 | 7 | 1.6 | -0.9 | -3 | -4
O=C(CN1CCOCC1)Nc1ncc(Br)cc1Br | 0.3 | -0.2 | -3 | 0.8 | 1 | -0.4 | 7 | 2.3 | -1.3 | -4 | 11
COc1ccc(C(=O)n2nc(-c3ccc(C)cc3)nc2N)cc1OC | 1.6 | 0.0 | -5 | -0.4 | 3 | 2.3 | 11 | 0.2 | -0.2 | -4 | 2
CCOc1ncccc1C(=O)OCC(=O)Nc1cccc(S(=O)(=O)N2CCCCCC2)c1 | 0.2 | 0.2 | -4 | -2.1 | 1 | -0.2 | 2 | -0.1 | -2.1 | 5 | -35
CCN(CC)CCN1C(=O)C(=O)/C(=C(/O)c2ccc(S(=O)(=O)N3CCOCC3)cc2)C1c1ccc(C(C)C)cc1 (centres undefined) | 0.1 | 0.3 | -1 | -1.2 | 1 | -0.3 | 0 | -0.3 | -1.1 | 6 | -5
O=C(c1ccc(F)cc1)N1CCCC(c2nc(-c3cccs3)no2)C1 (centres undefined) | 0.3 | 0.0 | -4 | -2.5 | 8 | 2.2 | 0 | 1.3 | -1.9 | -18 | 3
Cc1cccc(NC(=S)N(CCCN2CCOCC2)Cc2ccccn2)c1 | -1.0 | 0.1 | 0 | 0.3 | -3 | -0.8 | 4 | -1.9 | -0.3 | 1 | -3
O=C(Oc1ccc2ccccc2c1)c1ccco1 | 1.5 | -0.2 | 0 | -0.8 | 6 | 2.7 | 8 | 2.5 | -0.7 | -6 | -2
CCOc1ccc(C(=O)Nc2cc(C)on2)cc1 | 0.3 | 2.3 | 3 | 2.5 | 0 | 4.0 | 2 | 14* | -0.7 | -4 | 9
Cc1cc(C(=O)COc2cccnc2[N+](=O)[O-])c(C)n1Cc1cccs1 | -2.3 | -4.3 | -5 | -4.1 | -2 | -6.3 | 2 | -10 | -3.0 | -20 | -2
O=C(Nc1nc(-c2ccncc2)cs1)c1ccco1 | 0.9 | 0.7 | -1 | 1.0 | -4 | 2.2 | -4 | 4.5 | -0.5 | -4 | 4
Cc1cccc(NC(=O)CNC(=O)COC(=O)c2ccc(C(C)(C)C)cc2)c1C | -0.7 | 1.8 | 1 | -1.1 | -2 | -2.5 | 3 | 0.5 | -1.3 | 9 | -16

Record cards (already shown).
`C=CCN1C(=O)C2(NNc3ccccc3O2)c2ccccc21` (centres undefined) is listed with DAX1 inh-1 = 2.0; DAX1 inh-2 = 0.7; SMARCA2 act = 2; hcDAF-12 act = 1.2; NPR1 activator = -4; GAA850 FXN act = -2.0; NPR2 activator = -7; hgDAF12 agonist = -0.7; ssDAF12 agonist = -0.7; ADAM10 inh = 4; HGIII-sPLA2 inh = -3
`C=CCNC(=O)C1CCN(S(=O)(=O)c2ccc3ccccc3c2)CC1` is listed with DAX1 inh-1 = 0.3; DAX1 inh-2 = -0.6; SMARCA2 act = 0; hcDAF-12 act = 1.2; NPR1 activator = -8; GAA850 FXN act = 1.0; NPR2 activator = 0; hgDAF12 agonist = -0.3; ssDAF12 agonist = -1.4; ADAM10 inh = 4; HGIII-sPLA2 inh = 1
`COc1cccc(CNC(=O)CCNS(=O)(=O)c2ccc3[nH]c(=O)oc3c2)c1` is listed with DAX1 inh-1 = -0.8; DAX1 inh-2 = 0.5; SMARCA2 act = -1; hcDAF-12 act = -1.1; NPR1 activator = 0; GAA850 FXN act = 2.4; NPR2 activator = 8; hgDAF12 agonist = 3.6; ssDAF12 agonist = -1.2; ADAM10 inh = 3; HGIII-sPLA2 inh = -1

Further entries.
SMILES | DAX1 inh-1 | DAX1 inh-2 | SMARCA2 act | hcDAF-12 act | NPR1 activator | GAA850 FXN act | NPR2 activator | hgDAF12 agonist | ssDAF12 agonist | ADAM10 inh | HGIII-sPLA2 inh
CC1Cc2ccccc2N1S(=O)(=O)c1cccc(C(=O)N2CCCCC2)c1 (centres undefined) | -1.7 | -1.1 | -1 | -0.2 | 2 | 1.4 | -1 | -0.2 | -1.1 | -8 | -2
COc1cc2c(=O)n(-c3ccc(C)cc3)c(=O)n(CC(=O)c3ccc4c(c3)OCO4)c2cc1OC | 2.1 | 0.2 | 1 | 0.7 | -8 | 1.6 | -1 | -1.4 | -1.5 | -5 | 3
COc1ccc(C)cc1NC(=O)C1CC(=O)N(Cc2ccco2)C1 (centres undefined) | 1.7 | 1.0 | -3 | -0.8 | 1 | 0.1 | 2 | -0.6 | -1.2 | -6 | 7
Nc1nonc1C(=O)NCCNCc1c(OCc2ccccc2F)ccc2ccccc12 | -0.9 | -0.9 | -2 | -2.0 | -23 | -4.7 | -15 | -1.0 | -2.1 | 1 | -2
O=C1NC2(CCCCCC2)N=C1c1ccc(F)cc1 | 1.8 | -0.1 | -1 | -0.3 | 4 | 2.5 | -1 | -2.5 | -1.2 | 5 | 0
CCS(=O)(=O)CCSc1nc2ccccc2o1 | -0.5 | 0.0 | 0 | -0.3 | 4 | 3.3 | 3 | -0.3 | -1.3 | -7 | 10
CCOc1ccc(-c2cc(C(=O)Nc3ccc(F)cc3)[nH]n2)c(C)c1 | nt | 7.4* | 6 | 3.1 | 0 | 4.2 | -6 | 12* | -0.2 | -3 | 0
CCOC(=O)C(C)Sc1nc(N)c(NC(=O)c2ccc(OC)c(OC)c2)c(=O)[nH]1 (centres undefined) | 0.0 | 0.9 | -1 | 1.7 | -1 | -0.5 | 4 | 0.0 | -1.2 | -7 | 19
C=CCC[C@H](Cc1ccc(F)cc1)C(=O)OC[C@H](Cc1c[nH]c2ccccc12)NC(=O)[C@@H](CC=C)CC(=O)N[C@H](CO)Cc1ccccc1 | -0.9 | -0.5 | -1 | -1.0 | -11 | -10 | -1 | -3.6 | -1.6 | 30* | -106
Cc1cccc(NC(=S)NCc2ccc3c(c2)OCO3)c1C | 0.4 | 0.4 | -2 | -2.7 | 1 | 0.4 | 3 | -1.8 | -1.0 | 4 | 14
CCOC(=O)c1c(C)[nH]c(C(=O)OCC(=O)N2CCc3ccccc32)c1C | 1.3 | -0.3 | -2 | 2.5 | -1 | 0.8 | -1 | 3.2 | 0.7 | 0 | -7
COc1ccc(-n2c(=O)c3ccccc3n(CC(=O)Nc3cccc(OC)c3)c2=O)cc1 | -0.2 | 0.2 | 1 | 0.0 | 5 | -0.9 | 3 | 1.3 | -1.3 | 4 | 1
O=c1oc(-c2cc3ccccc3o2)nc2sc3c(c12)CCCC3 | 0.8 | 0.3 | 1 | 1.1 | 0 | -2.2 | -3 | -0.1 | 4.2* | -12 | -3
CC(C)[C@@H](NC(=O)C1CCN(C(=O)[C@@H]2CCCN2C(=O)OC(C)(C)C)CC1)C(=O)NCc1ccc(F)cc1 | -0.8 | -0.7 | 0 | -2.3 | 3 | 0.2 | -3 | -1.1 | -1.3 | -4 | 2
COc1ccccc1NS(=O)(=O)N(C)C | 1.0 | 1.5 | 0 | -0.7 | 5 | -1.2 | -3 | 2.6 | -1.2 | 3 | 0
CCc1cccc(NC(=O)C2CCCN(S(=O)(=O)c3ccc4[nH]c(=O)ccc4c3)C2)c1 (centres undefined) | -0.1 | -0.1 | -3 | -0.1 | 6 | 0.0 | 1 | 1.7 | -0.6 | -1 | 10
CC1(C(=O)NS(=O)(=O)c2ccccc2Cl)CCN1C(=O)c1ccccc1CCc1ccccc1 (centres undefined) | nt | -0.5 | 2 | -0.2 | 1 | -1.3 | 2 | -0.5 | -1.3 | -9 | -32
O=C(Nc1nc2ccc(S(=O)(=O)N3CCCCC3)cc2s1)c1ccncc1 | -0.9 | 0.6 | -3 | -1.7 | 0 | -1.4 | 3 | -0.8 | -1.3 | 0 | -14
O=C(CSc1ccc2c(c1)OCCO2)NCc1ccco1 | 0.2 | -0.3 | -3 | -1.4 | 0 | 1.2 | 3 | -1.4 | -0.9 | -13 | -3

Compound activity (PubChem)
